Source: PubChem BioAssay
TAAR1 ag: human TAAR1 agonism; Q96RJ0; CHO RD-HGA16 TAAR1, Fluo-8 calcium fluorescence; vehicle wells 0%, saturating PEA agonist 100%; activation, % at 3 µM; hit rate 0.99% among 360,000; AID 624467;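 active = activation above the mean activation of all test compounds in the run plus 3 SD, cut at about 38% in these data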
Target sequence (Q96RJ0 whole entry, looked up): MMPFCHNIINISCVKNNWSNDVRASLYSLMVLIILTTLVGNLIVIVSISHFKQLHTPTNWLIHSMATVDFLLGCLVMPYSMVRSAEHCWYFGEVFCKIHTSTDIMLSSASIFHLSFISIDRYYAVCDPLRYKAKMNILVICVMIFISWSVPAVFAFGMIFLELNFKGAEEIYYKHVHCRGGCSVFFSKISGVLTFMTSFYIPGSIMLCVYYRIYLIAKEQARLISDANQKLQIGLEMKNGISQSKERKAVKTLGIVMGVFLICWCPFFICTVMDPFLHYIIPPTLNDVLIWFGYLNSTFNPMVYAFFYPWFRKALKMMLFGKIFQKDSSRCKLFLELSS
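Test system: RD-HGA16 (CHO) cells co-expressing Gα16 and hTAAR1 | Doses: Single dose, 3 µM | Schedule: 17-24 h seeding, 75 min 37 °C dye, 30 min RT | Evaluation: % activation from peak over basal fluorescence ratio, DMSO-to-PEA scaled | Technique: Kinetic Fluo-8 calcium fluorescence | Benchmarks: Low control DMSO, high control PEA (EC100)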
OXTR potentiate: potentiators of human oxytocin receptor; hit rate 0.061% among 320,000; AID 2445; activation, % at 3 µM; P30559; CHO-OTR cells, Fluo-8 calcium fluorescence, potentiator mode; 0% = oxytocin EC15, 100% = EC100;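 active = activation above that plate's cutoff, the mean activation of tested compounds plus 3 SD, cut at about 6.6% in these data, passing the limit was not always enough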;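 note: 100% uses oxytocin at 75 nM as the full agonist control; some results filed as inactive read as strong as hits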
Target sequence (P30559 whole entry, looked up): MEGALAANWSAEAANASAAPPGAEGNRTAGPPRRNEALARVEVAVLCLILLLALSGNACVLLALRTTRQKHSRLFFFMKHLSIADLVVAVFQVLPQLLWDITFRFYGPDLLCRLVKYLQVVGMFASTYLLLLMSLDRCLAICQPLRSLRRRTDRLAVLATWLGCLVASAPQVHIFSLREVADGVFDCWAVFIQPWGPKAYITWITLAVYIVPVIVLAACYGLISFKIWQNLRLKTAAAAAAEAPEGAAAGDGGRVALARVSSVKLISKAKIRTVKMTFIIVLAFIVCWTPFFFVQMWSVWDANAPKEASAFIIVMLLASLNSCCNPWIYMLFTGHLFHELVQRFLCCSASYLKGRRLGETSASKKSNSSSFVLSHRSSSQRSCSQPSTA
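Assay system: CHO cell line stably expressing human OTR. Reagent: EC15 oxytocin agonist. Dosing: single dose, 3.0 µM nominal final compound concentration. Timing: compound 6 min at room temperature before oxytocin, 100 s read. Signal: kinetic Fluo-8 calcium fluorescence. Controls: oxytocin EC15 low and EC100 high.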
CHO parental Ca: counter-screen: ATP calcium response change in parental CHO cells | parental CHO-K1, ATP-induced calcium, Fluo-8 fluorescence | inhibition, % at 5.6 µM | hit rate 0.63% among 330,000 | AID 463079;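 active = inhibition above that plate's mean sample inhibition plus 3 SD, cut at about 26% in these data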;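 note: 0% = ATP-challenged DMSO wells and 100% = DMSO wells without ATP; some compounds past the cut are filed as inactive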
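test system = CHO parental line | reagent = ATP stimulus | measured by = intracellular calcium via Fluo-8 no-wash fluorescent dye | control set = ATP and no-ATP DMSO wells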
M1 ag parental: M1 agonist counterscreen hit in parental CHO-K1 cells; Fluo-8 calcium fluorescence; scaled to maximal ATP response, vehicle zero; hit rate 0.48% among 360,000; activation, % at 3 µM; in the data active = activation above about 15%;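 note: untransfected CHO-K1 host cells lacking M1 receptor as counterscreen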
TAAR1 antagonist: antagonists of human TAAR1; AID 624466; CHO RD-HGA16 TAAR1, Fluo-8 calcium fluorescence, antagonist; hit rate 1.5% among 360,000; Q96RJ0; inhibition, % at 3 µM;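 active = inhibition above a per-plate cutoff, the mean inhibition of test compounds on that plate plus 3 SD, cut at about 49% in these data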;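 note: 0% = DMSO plus EC80 beta-PEA response and 100% = DMSO alone without agonist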
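Test system: CHO RD-HGA16 cells bearing hTAAR1 | Reagent: β-PEA, EC80 | Compound dosing: 3 µM, single point | Schedule: Dye loading 75 min at 37 °C, then 30 min room temperature | Signal: Calcium fluorescence with Fluo-8 | Evaluation: Percent inhibition of PEA-evoked calcium signal, max/basal emission ratio | Control set: DMSO-only wells and EC80 β-PEA-stimulated wells | Repeats: Singlicate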
CHO-K1 Ca antag: counter-screen for M1 antagonists: effect in parental CHO-K1 cells; ATP-induced calcium, Fluo-8 fluorescence; inhibition, % at 3 µM; hit rate 0.6% among 360,000;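 active = inhibition above a per-plate cutoff, the plate's mean sample inhibition plus 3 SD, cut at about 24% in these data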;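 note: 0% = DMSO plus EC80 ATP and 100% = DMSO alone without ATP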
V1aR counter: V1a receptor agonism, counter-screen for OXTR agonists; AID 2797; hit rate 0.25% among 320,000; P37288; activation, % at 3 µM; CHO-V1R cells, Fluo-8 calcium fluorescence, agonist mode; 0% DMSO, 100% 3 nM vasopressin;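 active = activation above the mean activation of all tested compounds plus 3 SD, per screening run, cut at about 20% in these data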;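 note: signal is peak over basal fluorescence ratio across a 100 second FLIPR read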
CHRM1 agonist: agonists of human M1 muscarinic receptor. CHO-K1 hM1, Fluo-8 calcium fluorescence, agonist mode; 0% DMSO, 100% acetylcholine EC100. activation, % at 3 µM. hit rate 0.33% among 360,000;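 active = activation above the run's mean compound activation plus 3 SD, cut at about 16% in these data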;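 note: peak over basal fluorescence ratio within a 140 s kinetic read after compound addition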
CHO-K1 Ca PAM: counter-screen for M1 PAMs: effect in parental CHO-K1 cells; AID 602247; activation, % at 3 µM; hit rate 0.02% among 360,000; ATP EC20, Fluo-8 calcium fluorescence; 0% at ATP EC20, 100% at ATP max;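 active = activation above the run cutoff, the mean activation of all test compounds plus 3 SD, cut at about 40% in these data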;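 note: peak over basal fluorescence ratio in a 140 s read after ATP addition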
Active calls of the source: *; / = not tested or not shown.

SMILES	TAAR1 ag	OXTR potentiate	CHO parental Ca	M1 ag parental	TAAR1 antagonist	CHO-K1 Ca antag	V1aR counter	CHRM1 agonist	CHO-K1 Ca PAM
CN(C)S(=O)(=O)c1cccc(NC(=S)N/N=C/c2ccco2)c1	5	-10	-5	1.9	6	-7	1.0	-1	11
C[C@]12c3[nH]c4ccc(Cl)cc4c3CCN1C(=O)[C@@H](CC(=O)NCCN1CCOCC1)C[C@@H]2C(=O)N1CCCCC1	0	/	-30	-0.1	-20	-12	/	-6	9
COC(=O)N/N=C/c1cn(Cc2c(Cl)cccc2Cl)c2ccccc12	-1	-4	-6	3.7	5	-3	-0.3	-7	7
Cc1ccc(C)c(OCC(=O)Nc2ccc3c(c2)OCO3)c1C	8	-8	-21	0.1	-4	-2	-1.1	-4	-5
C/C(=N\NC(=O)C(=O)Nc1c(C)n(C)n(-c2ccccc2)c1=O)c1ccncc1	5	-1	8	-0.2	-14	-6	-1.4	-5	9
CCOc1nc(Nc2ccc(OC)cc2OC)nc(OCC)n1	7	-12	-23	0.1	-28	-6	-0.6	-4	0
Cc1ccc2c(c1)CO[C@@]21O[C@H](CCO)C[C@H](O)[C@H]1O	8	/	/	0.0	-20	6	/	-3	-6
CN(CCNC(=O)CN1CCN(Cc2ccccc2Cl)C1=O)Cc1ccccc1	/	-11	-23	0.5	/	-13	0.7	-7	20
CCOCCOc1nc2c(c(=O)n(C)c(=O)n2C)n1Cc1ccc(C)cc1	1	-4	-8	0.7	-22	-18	0.3	12	15
COc1ccc2c(c1OC)C(=O)N1N=C(c3ccc(-c4ccccc4)cc3)CC21 (configuration not stated)	0	-13	-19	-0.1	-11	-3	0.2	-2	-9
CCC(C(=O)Nc1c2c(nn1C(C)(C)C)CS(=O)(=O)C2)c1ccccc1 (configuration not stated)	1	0	-13	-0.5	-15	10	0.9	-2	-23
Cc1ccc(S(=O)(=O)N2CCC(C(=O)N[C@@H](C)C(=O)NCCc3ccccc3)CC2)cc1	15	4	-12	-0.5	0	9	-0.5	-6	-3
CCOc1ccc(S(=O)(=O)Nc2cccc(N(C)S(C)(=O)=O)c2)cc1	10	-22	23	8.7	12	16	12	8	4
O=C1c2ccccc2C(=O)N1CC1c2ccccc2CCN1C(=O)C1CCCCC1 (configuration not stated)	7	2	-26	0.1	-21	-6	-0.6	1	8
COc1cc(OC)c(OC)cc1CNc1cc(C)ccc1OC	-3	-9	-7	0.4	-13	-9	-2.0	0	6
CNC(=O)COC(=O)CCC(=O)c1cccs1	1	-15	-6	0.8	4	-14	0.4	0	18
CCCCCCCCN1N=N[C@H]2[C@H]1[C@@H]1C[C@H]2N(C(=O)OC(C)(C)C)O1	2	/	-8	0.2	-4	-15	/	-11	10
Cn1c(SCC(=O)Nc2ccc3c(c2)OCCO3)nnc1-c1ccccn1	2	0	-18	0.0	1	-2	-1.2	-4	9
Cc1ccccc1NC(=O)C(C#N)Cc1cccnc1 (configuration not stated)	10	-5	6	0.4	-1	5	-0.8	-2	-5
COCCNC(=S)NC1CC2CCCC(C1)N2Cc1cccs1 (configuration not stated)	6	1	-12	0.5	-8	-7	1.3	-12	-4

Rewritten as a markdown table: part of the list above
| compound | TAAR1 ag | OXTR potentiate | CHO parental Ca | M1 ag parental | TAAR1 antagonist | CHO-K1 Ca antag | V1aR counter | CHRM1 agonist | CHO-K1 Ca PAM |
| --- | --- | --- | --- | --- | --- | --- | --- | --- | --- |
| Cc1ccc(C)c(OCC(=O)Nc2ccc3c(c2)OCO3)c1C | 8 | -8 | -21 | 0.1 | -4 | -2 | -1.1 | -4 | -5 |
| C/C(=N\NC(=O)C(=O)Nc1c(C)n(C)n(-c2ccccc2)c1=O)c1ccncc1 | 5 | -1 | 8 | -0.2 | -14 | -6 | -1.4 | -5 | 9 |
| CCOc1nc(Nc2ccc(OC)cc2OC)nc(OCC)n1 | 7 | -12 | -23 | 0.1 | -28 | -6 | -0.6 | -4 | 0 |
| Cc1ccc2c(c1)CO[C@@]21O[C@H](CCO)C[C@H](O)[C@H]1O | 8 | / | / | 0.0 | -20 | 6 | / | -3 | -6 |

Remaining list, next part.
SMILES	TAAR1 ag	OXTR potentiate	CHO parental Ca	M1 ag parental	TAAR1 antagonist	CHO-K1 Ca antag	V1aR counter	CHRM1 agonist	CHO-K1 Ca PAM
Cn1c(=O)c2cc(S(=O)(=O)NCCC(=O)NCc3ccccc3Cl)ccc2n(C)c1=O	19	-4	-26	0.2	0	-14	-0.4	-8	19
O=C(NCCN1CCC(n2c(=O)[nH]c3ccccc32)CC1)c1ccc(F)cc1Cl	6	/	/	9.4	17	-20	/	/	9
[O-]/C(=C(\C(=S)Nc1cccc2ccccc12)[n+]1ccccc1)c1ccc(OC(F)F)cc1	0	/	/	0.0	-18	-8	/	-6	-6
O=C(Cc1ccc(NC(=O)C2CCCN(C(=O)C3CC3)C2)cc1)Nc1cccc(C(=O)N2CCCC2)c1 (configuration not stated)	0	/	/	0.0	-28	1	/	-4	9
Cc1ccc(Nc2ncnc3c2cnn3C)c(C)c1	1	2	-4	1.3	-4	-6	0.1	-3	11
O=C(/C=C/[C@H]1O[C@@H](n2cnc3c(NC(=O)c4ccccc4)ncnc32)[C@H](O)[C@@H]1O)N[C@@H](CO)Cc1c[nH]c2ccccc12	1	/	/	0.4	-8	-18	/	-2	12
CN(N)C(=S)NCc1ccccc1	5	-14	-5	0.4	0	-4	-0.9	-4	16
CC1CC(C)(C)CC2(C1)NC(=O)N(CC(=O)N1CCN(S(=O)(=O)c3ccc(F)c(F)c3F)CC1)C2=O (configuration not stated)	-4	/	/	-0.1	-17	-8	/	-8	-9
CCN(CC)CCCNC(=O)/C=C/C(=O)O	10	-2	-10	0.3	-26	-2	2.5	-4	-5
COc1nc(OC)nc(N2CCC(C(=O)NCC3CCCCC3)CC2)n1	13	-5	-7	0.0	-23	-8	0.1	-6	15
CCN(Cc1ccccc1)C(=O)COC(=O)c1cc(S(=O)(=O)Nc2c(C)n(C)n(-c3ccccc3)c2=O)ccc1C	-1	-2	-27	-0.4	-5	-15	-0.2	-6	16
CC(=O)Nc1ccc(NC(=O)C2CCCN(c3nnc(-n4cccc4)s3)C2)cc1 (configuration not stated)	5	-7	-7	1.4	14	-5	0.0	-5	11
CC(C)Cc1ccc(CN2CCCC(NC(=O)CCN3CCOCC3)C2)cc1 (configuration not stated)	0	/	/	0.8	4	-7	/	-5	13
C#CCOCCOCCOCCNc1nc(N2CCN(C(=O)[C@H](CCC(=O)O)n3cc([C@@H](N)[C@H](C)CC)nn3)CC2)nc(N2CCN(C(=O)[C@H](CCC(=O)O)n3cc([C@@H](N)CCSC)nn3)CC2)n1	1	-8	-4	0.2	16	-20	1.7	1	25
CCc1noc(C)c1C(=O)OCC(=O)c1ccccc1OC	8	-2	-18	-0.2	-13	-9	-1.1	-3	-7
O=C(CSc1nnc(-c2ccc(F)cc2)c2ccccc12)NCC1CCCO1 (configuration not stated)	6	-10	-32	-0.4	-17	-8	-1.4	-6	-7
O=C(CSc1ccc2nnc(-c3ccncc3)n2n1)Nc1ccccc1F	1	-2	-12	1.2	1	-12	0.7	0	19
CCN(CC)CCCNC(=O)C1CCN(C(=O)c2oc3cc4sc(N(C)C)nc4cc3c2C)CC1	2	-3	-10	0.3	-12	-9	0.0	-6	-3
O=C(Nc1ccc2c(c1)OCCO2)C1CCCN(S(=O)(=O)c2cccnc2)C1 (configuration not stated)	1	-6	-15	2.2	12	-4	2.9	-2	12
CCOC(=O)c1c(-c2ccncc2)csc1N	10	-2	-20	0.3	3	-10	1.6	-4	14
COc1ccccc1CCNC(=O)CCn1c(=O)c2cccn2c2ccc(F)cc21	30	-5	-23	3.6	-1	-23	3.1	-2	15
O=c1c2ccccc2nc(COc2ccccc2)n1/N=C/c1ccc(O)cc1O	12	-15	5	2.6	79*	-2	1.9	-1	-19
CC1=C(C(=O)N2CCCCC2)C(c2cccs2)C2=C(CCCC2=O)N1 (configuration not stated)	1	-2	5	-0.4	4	8	1.3	-2	-5
Cc1cc(C)c(S(=O)(=O)N2C[C@H]3CON(C)[C@H]3C[C@H]2c2ccc(N3CCCCC3)cc2)c(C)c1	-1	/	/	-0.5	-32	-1	/	-10	4
CCC(=O)Nc1c2c(nn1-c1ccc(C)cc1C)CSC2	-2	-1	-9	0.3	-4	-19	0.0	-2	8
Cn1cccc1/C=N/NC(=O)CSc1nc2ccccc2n1C	7	-7	-11	1.0	-3	-12	0.6	-4	9
CC(C)(CO)NCc1cc(Br)ccc1OCc1ccccc1	1	-6	-14	1.2	-16	-21	0.8	-10	13
Cn1c2ccccc2n2c(=O)c(=O)n(CC(=O)c3ccc(F)cc3)nc12	1	-9	-15	0.2	-16	-26	1.2	-2	19
O=C(CSc1n[nH]c(-c2ccncc2)n1)c1cccc([N+](=O)[O-])c1	4	-5	-14	7.9	-4	0	1.1	-7	20
O=C(NCCOc1ccccc1)c1ncn[nH]1	2	8	-4	0.8	1	-25	1.8	-1	9
O=C(O)c1cccc(-c2ccc(/C=N/Nc3nn[nH]n3)o2)c1	3	-13	-5	0.1	6	-10	0.2	1	16
CN(C)S(=O)(=O)c1cccc(-c2nnc(SCC(=O)NCCCCCC(=O)O)n2-c2ccc(F)cc2)c1	2	-6	11	0.2	9	-10	-0.7	0	-8
CCCSc1nsc(NC(=O)CC)n1	7	-8	-8	0.5	4	2	-0.3	-7	7
CCN1CCN(C(=O)C2CCC(CNS(=O)(=O)c3ccccc3)CC2)CC1 (configuration not stated)	7	3	-11	0.2	-12	-16	-0.3	-10	13
O=C(Nc1ccccc1)N(Cc1ccccc1)CC(O)C(F)(F)F (configuration not stated)	13	-9	-7	0.5	4	-6	-0.1	-5	13
CC(C)CC1(C(=O)O)NC(c2ccccc2O)C2C(=O)N(C(C)C)C(=O)C21 (configuration not stated)	-1	2	1	2.4	5	9	-0.2	0	6
Cc1ccnc(SCc2cc(=O)c(OC(=O)c3ccc(S(=O)(=O)N4CCCC4)cc3)co2)n1	3	-2	0	2.4	-10	-12	2.5	-9	22
CC(C)C[C@@H](CO)N1CCN(CCCc2ccccc2)CCC1=O	3	-3	-19	0.9	1	-15	0.2	-9	17
Cc1ccc(NC(=O)CN(C)C(=O)COC(=O)COc2ccc(C#N)cc2)cc1	4	-8	-7	0.7	-11	-9	-1.4	-1	6
O=C(Nc1c(C(=O)N2CCOCC2)cnn1-c1ccccc1)c1ccc([N+](=O)[O-])cc1	1	-9	-3	0.3	13	4	-0.9	-2	1
